Compound activity from PubChem.
PAX8 reporter = inhibitors of PAX8-driven TPO luciferase reporter, primary screen, RMG-I cells, single concentration. SteadyGlo, 24 h. inhibition, % at 12.6 µM. hit rate 1.2% among 360,000. AID 652154, 2013;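 active means mean replicate inhibition at least 60% with every replicate also reaching 60%; inconclusive means only one of the two criteria is met; inactive means mean below 60% and not all replicates reaching 60%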;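 further: luciferase light reporting Pax8 driven TPO promoter activity; plate controls were median of neutral control wells for no effect and mitoxantrone controls for full effect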
CFTR F508del cor = F508del CFTR correction, initial screen, CFBE line, single point; CFBE cells, YFP halide quenching; stimulated with forskolin plus potentiator P3; % fluorescence drop versus neutral controls; activity (quench increase), % at 7.58 µM; hit rate 0.36% among 350,000;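 active means mean added fluorescence quench of at least 8% versus neutral control, with both replicates also reaching 8%; inconclusive means only one of the mean or replicate conditions met; inactive means mean below 8% and not both replicates reaching 8%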;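 further: cells transiently co-express mutant CFTR-F508del with the halide-sensitive YFP; corrector assay measuring rescue of mutant channel to the surface after 24 h compound exposure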
INS-1E GSIS act = GLuc luminescence reporter in INS-1E cells, primary screen for activators of glucose-dependent secretion of insulin. AID 743287, 2014. activation, % at 16.6 µM. INS-1E GLuc reporter insulin secretion, 2-3 h. hit rate 0.61% among 370,000;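 active means lowest replicate activation of at least 40%, so every replicate reaches that level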;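 further: 0% = median of neutral control wells and 100% = median of IBMX positive control wells; some compounds called inactive have numbers as strong as hits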
EWS-Fli inh = EWS/Fli-driven NR0B1 reporter inhibitors, primary screen, A673 cells, NR0B1 luciferase, luminescence, MLPCN library. viability-normalised. inhibition, % at 12.6 µM. hit rate 0.67% among 350,000. AID 651661, 2012;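 active means mean inhibition of at least 50% after viability correction, with every replicate also passing that limit; inconclusive means mean reaches 50% but only one of two replicates passes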;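 further: firefly luciferase signal divided by Alamar Blue viability fluorescence both relative to DMSO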
miR122 inh = miR-122 Renilla sensor signal increase in Huh7, primary screen, miR-122 inhibitor project, cell-based, single point, plate reader. AID 602342, 2012. Huh7 miR-122 Renilla luciferase sensor, 48 h; neutral wells = 0, positive control = 100. hit rate 0.3% among 340,000. activation (reporter increase), % at 12.5 µM;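 active means mean replicate activation score at least 90 and every replicate individually at or above 90; inconclusive means only one of the two criteria met; inactive means neither criterion met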;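 further: higher luciferase means less miR-122 activity so hits act as miR-122 inhibitors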
DENV2 CPE = inhibitors of DENV2 cytopathic effect, primary screen, cell-based, plate reader, single concentration; DENV2-infected cells, cytopathic effect rescue; CPE inhibition, % at 9.99 µM; hit rate 1.7% among 350,000; AID 651640, 2012; in the data active means CPE inhibition above about 20%, passing the limit was not always enough; inconclusive means no clear call, values can overlap the other calls; tested in BHK-21 cells;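 further: 0% = median of neutral control wells and 100% = median of positive control wells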
FN deposit inh = inhibitors of fibronectin matrix deposition, primary screen, AH1F cells, Alexa488-fibronectin fluorescence, plate reader; inhibition, % at 12.6 µM; hit rate 0.086% among 350,000; AID 743247, 2014; AH1F fibroblasts, overnight;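 active means mean inhibition across replicates of 30% or more, regardless of how many single replicates reach that level; inconclusive means mean under 30% yet at least half of replicates reach 30%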;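 further: positive control wells lacked labelled fibronectin entirely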
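Material: AH1F fibroblasts assembling fluorescent fibronectin matrix; amount: 10000 AH1F cells/well; medium: DMEM, 2% serum; reagent: Alexa488-fibronectin, 24 nM final in well; dosing: single compound dose, delivered by pin transfer; incubation: 1 h adhesion, overnight exposure; detection: fluorescence after three HBSS washes, excitation 485 nm, emission 525 nm; measure: fibronectin deposition inhibition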
Active calls of the source: *; ? = inconclusive; · = not tested or not shown; & = joins results of further samples; [ ] = another dose, or the depositor's remark.

SMILES	PAX8 reporter	CFTR F508del cor	INS-1E GSIS act	EWS-Fli inh	miR122 inh	DENV2 CPE	FN deposit inh
O=C(Cc1ccccc1)Nc1ccc(NC(=O)C2CCCCC2)nc1	4	0.5	·	-7	-12	-6	6
CCCC(=O)N1CCC2(CC1)CN[C@H](CO)c1[nH]c3cc(OC)ccc3c12	·	1.5	1	-7	·	5	-5
CC(C)CC1C(=O)N(Cc2cn(CCC3OCCCO3)nn2)CCS(=O)(=O)N1Cc1ccc(-c2ccc(F)cc2)cc1 (configuration not stated)	7	3.5	4	10	6	-10	-8
CC(NC(=S)NC1CCCCC1)c1ccccc1 (configuration not stated)	34	-5.8	-34	5	51	-5	-3
CC(=O)N(c1nc2ccccc2s1)N1C(=O)c2ccccc2C1=O	-28	-0.2	0	-8	·	7	11
CCN1CCN(c2nc3c(c(=O)[nH]c(=O)n3C)n2Cc2ccccc2)CC1	8	4.2	14	7	1	20	-5
Cc1ccc(CNC(=O)[C@@H](Cc2ccccc2)NC(=O)[C@H]2O[C@@H](n3ccc(N)nc3=O)[C@H](O)[C@@H]2O)o1	-16	-1.6	·	-6	·	0	-9
CC(C(=O)NCCc1ccc(F)cc1)N1CCN(Cc2ccccc2)CC1 (configuration not stated)	-16	-1.4	-11	8	-5	-3	-1
COc1cccc(-n2nnc3c(=O)n(CC(=O)Nc4ccc(C)cc4)cnc32)c1	6	3.2	8	-4	·	2	5
COc1cccc(CNC(=O)CCC2CCCN(C(=O)c3ccc(OC)o3)C2)c1 (configuration not stated)	-29	1.5	-12	-38	6	-5	1
CC(C)c1ccc(Oc2cccc3c2S(=O)(=O)N(C2CCCC2)CC(COCc2ccccc2)O3)cc1 (configuration not stated)	1	-1.2	10	22	28	6	1
Cc1ccc(C)c(S(=O)(=O)c2c(N)n(/N=C/c3ccco3)c3nc4ccccc4nc23)c1	·	0.6	18	4	12	1	·
Cn1nccc1C(=O)N/N=C/c1ccccc1[N+](=O)[O-]	-88	0.8	2	-51	-5	4	-6
O=C(CCCN1C(=O)S/C(=C\C=C\c2ccccc2)C1=O)Nc1ccc(C(=O)O)cc1	-47	4.4	-11	-44	-1	12	3
O=C(COC(=O)/C=C/c1cccs1)NC(=O)Cc1ccccc1	-11	-0.4	5	1	-1	2	·
CC(C)CC#Cc1ccc([C@@H]2[C@H](CO)N3C(=O)CN(C(=O)NC4CCCCC4)C[C@@H]23)cc1	4	0.9	-25	8	·	8	·
O=C(C[C@@H]1C=C[C@@H](NC(=O)Nc2cc(F)ccc2F)[C@H](CO)O1)NCc1ccc2c(c1)OCO2	·	-2.2	0	·	·	0	-6
CCCCOC(=O)CSCC(=O)N1N=C(c2cccs2)CC1c1ccc(F)cc1 (configuration not stated)	-9	1.5	-34	-1	·	?	-5
O=C1N(Cc2cccc(Cl)c2)C[C@@H]2C[C@@H](c3ccc4nonc4c3)N3CCC[C@@]123	22	4.2	-12	14	84	1	-7
CO[C@H](CN(C)Cc1ccc2c(c1)OCO2)[C@@H](C)CN(C(=O)c1ccccc1)[C@H](C)CO	·	0.8	7	-7	·	0	7
O=C(N/N=C/c1ccc2ncccc2c1)c1ccco1	13	-3.0	7	18	·	5	-27
Cc1cc(OC(=O)c2cccc(Cl)c2)c([N+](=O)[O-])c(=O)[nH]1	12	0.6	3	6	-3	-3	11
CCS(=O)(=O)Nc1ccc2c(c1)C(=O)N(C)C[C@@H](OC)[C@@H](C)CN(CCC(F)(F)F)[C@@H](C)CO2	·	-1.7	11	3	·	2	9
Fc1ccc(CNc2ccn3nc(-c4ccccc4)cc3n2)cc1	-174	-2.2	·	-97	·	3	-4
COC(=O)[C@]1(Cc2ccccc2)N[C@H](CN(C)S(=O)(=O)c2ccc(OC(F)(F)F)cc2)[C@@H]2C(=O)N(Cc3ccccc3)C(=O)[C@@H]21	1	-2.9	-15	-2	10	-8	-4

The closing six records of the part above open the next one:
SMILES	PAX8 reporter	CFTR F508del cor	INS-1E GSIS act	EWS-Fli inh	miR122 inh	DENV2 CPE	FN deposit inh
CO[C@H](CN(C)Cc1ccc2c(c1)OCO2)[C@@H](C)CN(C(=O)c1ccccc1)[C@H](C)CO	·	0.8	7	-7	·	0	7
O=C(N/N=C/c1ccc2ncccc2c1)c1ccco1	13	-3.0	7	18	·	5	-27
Cc1cc(OC(=O)c2cccc(Cl)c2)c([N+](=O)[O-])c(=O)[nH]1	12	0.6	3	6	-3	-3	11
CCS(=O)(=O)Nc1ccc2c(c1)C(=O)N(C)C[C@@H](OC)[C@@H](C)CN(CCC(F)(F)F)[C@@H](C)CO2	·	-1.7	11	3	·	2	9
Fc1ccc(CNc2ccn3nc(-c4ccccc4)cc3n2)cc1	-174	-2.2	·	-97	·	3	-4
COC(=O)[C@]1(Cc2ccccc2)N[C@H](CN(C)S(=O)(=O)c2ccc(OC(F)(F)F)cc2)[C@@H]2C(=O)N(Cc3ccccc3)C(=O)[C@@H]21	1	-2.9	-15	-2	10	-8	-4
N=c1sccn1CC(=O)Nc1ccccc1Sc1ccccc1	12	4.3	2	0	-9	0	1
NC(=O)C1CCN(CCCNC2CC(=O)N(Cc3ccc(N4CCCC4=O)cc3)C2=O)CC1 (configuration not stated)	-4	-3.5	4	0	-2	1	-5
O=C1CCc2cc(S(=O)(=O)NC3CCCCC3)cc3c2N1CC3	-10	-1.6	23	-1	·	-5	-12
C[C@@H]1CN([C@@H](C)CO)C(=O)c2cc(NC(=O)CCCN(C)C)ccc2O[C@@H]1CN(C)S(=O)(=O)c1ccc(F)cc1	-15	1.2	24	0	2[16.7 µM]	1	·
COc1ccc(/C(C)=N/NC(=O)c2ccc(CSc3cccc4cccnc34)cc2)cc1OC	·	·	11	·	-3	·	3
Cc1cc(C)cc(OCC(=O)OCC(=O)N2CCc3ccccc32)c1	4	2.9	-13	7	·	-5	11
COc1ccc(/C=C(\C#N)C(=O)Nc2cc(C)c(Cl)cc2OC)cc1O	-14	-5.6	21	3	·	16	-2
Cn1c(=O)cc(NCc2ccccc2)[nH]c1=O	5	·	·	·	-7	·	2
CC(=O)Nc1ccc(NC(=O)c2c(-c3ccccc3)noc2C)cn1	-9	0.1	7	-4	-2	-5	1
CN(C)c1ccc(C(CNC(=O)c2ccccc2)c2c[nH]c3ccccc23)cc1 (configuration not stated)	8	0.1	-17	16	·	-3	2
O=C(NNC(=S)NC1CCCCC1)c1sc2ccccc2c1Cl	-25	·	-20	-11	·	5	-10
COc1ccc(C(CNC(=O)COc2ccccc2C)N2CCCCC2)cc1 (configuration not stated)	-4	1.0	21	4	-1	-7	2
N#CCOc1ccc(C2=NO[C@@H]3[C@@H]4C[C@@H]([C@H]5C(=O)N(c6ccc7c(c6)OCO7)C(=O)[C@@H]45)[C@H]23)cc1	1	·	2	1	·	1	1
COc1cc(CCC(=O)N2CCN(S(=O)(=O)c3ccc(C)c(C)c3)CC2)cc(OC)c1OC	·	-3.4	14	13	-9	2	·
CCOC(=O)c1nnsc1C(OC)Oc1ccccc1 (configuration not stated)	8	2.4	·	5	-3	-8	2
Clc1cccc(CNc2ccn3nc(-c4cccs4)cc3n2)c1	-100	-1.9	1	-43	-1	0	0
O=C(CSc1nc(O)cc(=O)[nH]1)N1c2ccccc2CCc2ccccc21	-22	-0.8	5	3	16	-1	-7
CCN(CC(=O)Nc1ccc2c(c1)OCCO2)Cc1cc(=O)n2ccsc2n1	1	3.5	10	-4	·	-1	1
CCCNC(=O)N1[C@H](C#N)[C@@H](c2ccccc2)[C@@H]1CO	8	-0.4	7	0	·	-5	4
CCC(C)[C@H](NC(=O)[C@@H]1Cc2ccccc2CN1)C(=O)NCc1ccc(OC)cc1 (some centres not stated)	·	-3.0	21	0	-5	?	·
CC(C)OC(=O)c1ccc(COC(=O)c2cnccn2)cc1	-14	1.7	1	-3	-10	-4	1
COc1ccc(CCn2c(N)c(S(=O)(=O)c3cccs3)c3nc4ccccc4nc32)cc1OC	·	2.6	6	-2	·	-3	·
CCOC(=O)c1cc(NC(=O)CNCC(c2ccccc2)N(C)C)cc(C(=O)OCC)c1 (configuration not stated)	-26	-0.8	-28	5	-3	10	4
COc1ccc(CNC(=O)CCN2C(=S)NC(C)(C)CC2C)cc1 (configuration not stated)	-6	2.6	10	2	·	0	·
CCCC(=Nc1ccccc1)C1=C(O)C(C(=O)OC)C(C)(C)CC1=O (configuration not stated)	·	0.6	11	-8	-3	·	·
SMILES	PAX8 reporter	CFTR F508del cor	INS-1E GSIS act	EWS-Fli inh	miR122 inh	DENV2 CPE	FN deposit inh
CCS(=O)(=O)Nc1ccc2c(c1)C(=O)N(C)[C@@H]1CC[C@@H](CC(=O)NCCCN3CCOCC3)O[C@@H]1CO2	1	-1.7	15	-5	-32[16.7 µM]	4	3
COc1ccc2c3c([nH]c2c1)[C@@H](CO)NCC31CCN(C(=O)Nc2ccccc2F)CC1	11	1.4	-15	-4	·	14	-6
CCC(=O)Nc1ccc2c(c1)OC[C@H](C)N(CC1CC1)C[C@H](C)[C@H](OC)CN(C)C2=O	-8	-0.8	19	-4	·	2	-2
Cc1ccc(NS(=O)(=O)c2ccccc2)c(NS(=O)(=O)c2ccccc2)c1	·	5.5	-8	-27	·	-5	3
COc1ccc(S(=O)(=O)N(C)C[C@H]2Oc3ccc(NC(=O)Nc4ccccc4)cc3C(=O)N([C@H](C)CO)C[C@H]2C)cc1	·	-0.8	-13	7	64[16.7 µM]	5	·
COc1ccccc1CCNC(=O)CC1C(=O)NCCN1CCCc1ccccc1 (configuration not stated)	15	-1.1	-13	·	7	7	-10
COc1ccc2oc(=O)c(-c3nnc(N)s3)cc2c1	-76	2.8	-10	-47	·	2	9
CC(C)(C)C(=O)Nc1ccccc1C(=O)Nc1cc(Cl)ccc1Cl	12	·	·	·	5	·	5
CCOC(=O)C1=NNC2(c3ccc(C)cc3)C(=O)N(c3ccc(Cl)cc3)C(=O)C12 (configuration not stated)	-9	·	·	4	·	1	3
COCC#Cc1ccc2c(c1)O[C@@H](CN(C)S(=O)(=O)c1cccc(F)c1)[C@@H](C)CN([C@H](C)CO)S2(=O)=O	-21	1.7&-1.2&-0.1	8&1	20&-4&1	1	-1&0&-1	5&-8
OCC1CCCCN1C(=S)NCc1ccco1 (configuration not stated)	-3	-0.7	-13	3	·	-2	·
CCOC(=O)N1CCN(C(=O)CSc2nnc(COc3ccc(Cl)cc3)o2)CC1	19	5.4	0	2	·	-4	-4
Cc1ccc(NC(=O)CN(C)C(=O)CCCN2C(=O)c3ccccc3C2=O)cc1	-1	·	·	·	-6	·	11
COc1cccc(NC(=O)COC(=O)C2=NN(c3ccccc3)C(=O)CC2)c1	3	-3.4	-11	0	·	?	0
O=C(Nc1ccc(F)cc1F)N1CCN(C(=O)c2ccco2)CC1	8	0.0	19	0	-2	-4	-3

Reprinted from the results shown for reference:
SMILES	PAX8 reporter	CFTR F508del cor	INS-1E GSIS act	EWS-Fli inh	miR122 inh	DENV2 CPE	FN deposit inh
COc1cccc(NC(=O)COC(=O)C2=NN(c3ccccc3)C(=O)CC2)c1	3	-3.4	-11	0	·	?	0
O=C(Nc1ccc(F)cc1F)N1CCN(C(=O)c2ccco2)CC1	8	0.0	19	0	-2	-4	-3
